# Assay outcomes (PubChem BioAssay)
# MrgX1 antagonist: human MrgX1 receptor antagonism, primary screen; Q96LB2; MRGX1-HEK293 calcium flux, Fluo-4, BAM8-22 antagonism; active compounds read low; B-score at 10 µM; 1.3% of 310,000 active; AID 588676;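 active means calcium-response B-score plate-corrected more than 3 library SD below zero, starting fluorescence within 5 deviations, no agonist response on first addition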;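 further: peak minus trough fluorescence over baseline after final BAM8-22 challenge near maximal dose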
# TRPC6 activator: mouse TRPC6 channel activation; Q61143; HEK293-TRPC6 membrane potential dye fluorescence; active compounds read high; B-score at 10 µM; 0.13% of 310,000 active;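 active means B-score of the integrated fluorescence ratio above library mean plus 3 SD, and starting fluorescence ratio within library mean plus 5 SD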;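 further: higher score means more depolarization so channel activation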
# Target sequence (Q61143 whole entry, looked up): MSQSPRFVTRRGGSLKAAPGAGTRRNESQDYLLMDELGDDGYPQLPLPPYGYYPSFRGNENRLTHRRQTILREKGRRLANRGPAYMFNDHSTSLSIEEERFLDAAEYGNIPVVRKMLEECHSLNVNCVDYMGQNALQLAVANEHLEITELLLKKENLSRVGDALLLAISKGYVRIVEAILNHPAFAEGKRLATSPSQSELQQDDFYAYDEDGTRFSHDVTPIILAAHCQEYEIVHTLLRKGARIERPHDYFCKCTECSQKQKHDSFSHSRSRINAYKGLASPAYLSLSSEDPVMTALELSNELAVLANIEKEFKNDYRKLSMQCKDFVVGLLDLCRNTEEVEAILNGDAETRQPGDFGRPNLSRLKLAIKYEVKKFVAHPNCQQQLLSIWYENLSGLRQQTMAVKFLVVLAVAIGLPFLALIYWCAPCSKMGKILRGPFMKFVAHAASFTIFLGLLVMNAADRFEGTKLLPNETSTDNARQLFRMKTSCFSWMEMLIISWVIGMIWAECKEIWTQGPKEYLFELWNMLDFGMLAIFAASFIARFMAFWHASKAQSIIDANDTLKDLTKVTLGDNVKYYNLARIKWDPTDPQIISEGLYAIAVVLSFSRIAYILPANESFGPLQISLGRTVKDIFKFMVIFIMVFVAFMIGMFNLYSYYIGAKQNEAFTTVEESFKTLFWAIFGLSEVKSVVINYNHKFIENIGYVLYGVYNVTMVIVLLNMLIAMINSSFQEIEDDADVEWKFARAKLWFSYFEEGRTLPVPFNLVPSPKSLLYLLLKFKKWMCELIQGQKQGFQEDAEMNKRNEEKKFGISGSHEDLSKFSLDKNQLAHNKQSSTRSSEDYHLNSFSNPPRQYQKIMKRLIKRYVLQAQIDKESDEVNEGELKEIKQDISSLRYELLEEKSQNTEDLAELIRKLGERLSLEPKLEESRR
# TMEM16A act: activators or potentiators of mouse TMEM16A chloride channel; Q8BHY3; HEK293 TMEM16A/YFP-H148Q/I152L, iodide quench fluorescence; active compounds read low; B-score at 10 µM; 0.3% of 340,000 active; AID 623877;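 active means fluorescence-ratio B-score plate-corrected deviation score at least 3 library SD below zero, with starting fluorescence score within 5 deviations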;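 further: channel opened by trigger with iodide after compound preincubation; score built on the fluorescence ratio of max minus min over baseline; more negative score means more quench and so TMEM16A activation or potentiation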
# TRPC4 PAM: allosterically enhances the mouse TRPC4 cation channel | Q9QUQ5 | HEK293 TRPC4beta/mu-opioid, DAMGO EC20, Fluo-4 Ca2+ flux; active compounds read high | 0.42% of 310,000 active | AID 2227 | B-score at 10 µM;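 active means B-score of calcium response area above 5 SD of library B-scores, with initial fluorescence ratio within 5 SD of library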;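 further: B-score of integrated fluorescence ratio over time as area under calcium response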
# TRPC4 agonist: TRPC4 (mouse) channel activation | Q9QUQ5 | HEK293 TRPC4beta/mu-opioid, Fluo4 calcium fluorescence; active compounds read high | B-score at 10 µM | 0.49% of 310,000 active;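 active means B-score above 5 SD of library B-scores, and initial fluorescence ratio not above library mean plus 5 SD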;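 further: positive B-score marks a calcium rise read as TRPC4 activation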
#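 Incubation: 45 min room-temperature Fluo4 loading, 110 s read / System: HEK293 cells stably co-expressing mouse TRPC4beta and mu-opioid receptor / Signal: Fluo4 fluorescence, kinetic / Control set: buffer (low) and maximal DAMGO (high) / Measure: integrated baseline-normalised fluorescence ratio, converted to per-well B score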
# TRPC4 inh: inhibitors of mouse TRPC4 channel; B-score at 10 µM; HEK293 TRPC4beta/mu-opioid, DAMGO-evoked Fluo4 calcium flux; active compounds read low; 0.39% of 300,000 active; AID 2247;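 active means B-score over 3 SD under the library average, no early fluorescence shift, positive overall ratio signal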
#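 System: stable TRPC4beta/mu-opioid receptor HEK293 cells; Dosing: single-point compound dosing; Measured by: Fluo4 Ca2+ flux fluorescence; Read-out basis: per-well B score of integrated baseline-normalized Fluo4 ratio.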
# TRPC6 inh: inhibitors of mouse TRPC6 channel; HEK293-TRPC6, membrane potential dye, ACh-evoked depolarization; active compounds read low; B-score at 10 µM; Q61143; 1.1% of 310,000 active; AID 2553;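 active means B-score under library mean minus 3 SD, initial fluorescence not abnormally high, positive integrated signal ratio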;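 further: B-score derived from integrated fluorescence ratio over the kinetic read; more negative B-score means stronger inhibition of depolarization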
# RGS4 block: human RGS4 inhibition | B-score at 10 µM | HEK293 M3R/RGS4 inducible, Fluo-4 calcium flux; active compounds read high; triggered by carbachol at its EC20 | 0.45% of 310,000 active | P49798;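 active means B-score, a plate-corrected calcium signal, over three deviations above library mean, with baseline fluorescence within five deviations of library mean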;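 further: RGS4 expression induced by doxycycline in cells with stable M3 receptor; B-score is computed from the integrated fluorescence ratio over baseline after carbachol; higher B-score means a larger calcium signal and so more RGS4 inhibition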
# Target sequence (P49798 whole entry, looked up): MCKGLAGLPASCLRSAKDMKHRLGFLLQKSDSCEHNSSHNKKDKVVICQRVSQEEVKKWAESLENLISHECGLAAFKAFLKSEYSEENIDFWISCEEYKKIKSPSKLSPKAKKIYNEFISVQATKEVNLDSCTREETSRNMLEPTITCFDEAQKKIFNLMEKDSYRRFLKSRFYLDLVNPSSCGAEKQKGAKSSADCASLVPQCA
# ANO1 block: mouse TMEM16A channel inhibition, primary screen. Q8BHY3. normalized B-score (activity score, 25-100; higher = stronger inhibition) at 10 µM. 1.2% of 310,000 active. HEK293 TMEM16A/YFP iodide influx fluorescence, ionomycin;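 active means ratio plate-corrected score three or more library SD toward inhibition, starting fluorescence score within five deviations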;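 further: score derived from kinetic fluorescence span divided by baseline fluorescence per well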
# MrgX1 allo act: human MrgX1 positive allosteric modulation, primary screen. MrgX1-HEK293, Fluo-4 calcium flux, FDSS; active compounds read high. AID 588675. B-score at 10 µM. 0.63% of 310,000 active. Q96LB2;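 active means plate-corrected calcium response at least 3 library SD above typical, normal starting fluorescence, not activating the receptor alone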;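 further: compound read alongside a low EC10 to EC30 dose of BAM8-22 agonist; peak minus trough fluorescence over baseline measured at the second addition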
# MrgX1 ag: human MrgX1 receptor agonism, primary screen. Q96LB2. MrgX1-HEK293 cells, Fluo-4 calcium fluorescence, agonist mode; active compounds read high. B-score at 10 µM. 0.44% of 310,000 active. AID 588627;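 active means calcium response B-score plate-corrected fluorescence ratio at least 3 library SD, with starting fluorescence B-score inside 5 SD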
#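 Test system: HEK293 cells stably expressing human MrgX1 receptor; amount: 15,000 cells per well; doses: compound delivered in addition one of three; times: overnight plating before 1 h dye loading; detection: Fluo-4 NW calcium-flux fluorescence, kinetic read; read-out basis: B-scored fluorescence response ratio; controls: positive and negative controls per plate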
# Calls only; i = inactive; x = no result given.
SMILES,MrgX1 antagonist,TRPC6 activator,TMEM16A act,TRPC4 PAM,TRPC4 agonist,TRPC4 inh,TRPC6 inh,RGS4 block,ANO1 block,MrgX1 allo act,MrgX1 ag
COc1ccc(N2C(=O)/C(=C3/C=CC=CN3C)SC2=S)cc1,i,i,i,i,i,i,i,i,i,i,i
COc1ccc(-c2noc(CCCOc3ccc(Cl)cc3Cl)n2)cc1,i,i,i,i,i,i,i,i,i,i,i
O=C(NC1CCCC1)c1cc(-c2cccs2)on1,i,i,i,i,i,i,i,i,i,i,i
COc1cc(O)sc1C=Nc1ccc(Cl)cc1Cl,i,i,i,i,i,i,i,i,i,i,i
O=C(Nc1ccc(Cl)cc1)C1CC=CCC1C(=O)OCC(F)(F)C(F)F (configuration not stated),i,i,i,i,i,i,i,i,i,i,i
CC1CCCN(C(=O)CCCn2c(=S)[nH]c3ccccc3c2=O)C1 (configuration not stated),i,i,i,i,i,i,i,i,i,i,i
CCCCC1=CC2=C(c3ccco3)C(=O)C(C)(OC(=O)c3ccc(OC)cc3)C(=O)C2=CN1C1CCCCC1 (configuration not stated),i,i,i,i,i,i,i,i,i,i,i
COc1ccc2[nH]c(=O)c(CN(Cc3ccccc3)Cc3nnnn3CC3CCCO3)cc2c1 (configuration not stated),i,i,i,i,i,i,i,i,i,i,i
O=C(NCCCn1ccnc1)C(Cc1ccc([N+](=O)[O-])cc1)N1C(=O)c2ccccc2C1=O (configuration not stated),i,i,i,i,i,i,i,i,i,i,i
CCc1ccc(C(=O)C[n+]2cccc3cc(OC)ccc32)cc1,i,i,i,i,i,i,i,i,i,i,i
Cn1c(=NC(=O)c2ccco2)sc2cccc(F)c21,i,i,i,i,i,i,i,i,i,i,i
COc1ccc(-c2nnc(SCC(=O)O)n2C)cc1OC,i,i,i,i,i,i,i,i,i,i,i
CC(C)[C@H](NC(=O)c1ccco1)C(=O)OCC(=O)Nc1ccccc1OC(F)F,i,i,i,i,i,i,i,i,i,i,i
C=CCSc1nnc(NC(=O)CSc2nc3ccccc3[nH]2)s1,i,i,i,i,i,i,i,i,i,i,i
COc1ccccc1/C=C1\NC(=S)N(CC2CCCO2)C1=O (configuration not stated),i,i,i,i,i,i,i,i,i,i,i
Cc1ccc(N(CC(=O)NCC2CCCO2)C(=O)CCC(=O)Nc2ccccn2)cc1 (configuration not stated),i,i,i,i,i,i,i,i,i,i,i
Cc1ccc(-n2ncc3c2CCCC3NC(=O)CCn2ccnc2C)cc1C (configuration not stated),i,i,i,i,i,i,i,i,i,i,i
CN1CCCN(S(=O)(=O)c2cccc(C#N)c2)CC1,i,i,i,i,i,i,i,i,i,i,i
COc1ccccc1-n1c(C)nc2cc(C(=O)NCC3CCCO3)ccc21 (configuration not stated),i,i,i,i,i,i,i,i,i,i,i
COCCNC(=O)/C(C#N)=C/c1nc(N(C)C)n(-c2ccc(F)cc2)c1Cl,i,i,i,i,i,i,i,i,i,i,i
O=C(Nc1ccc2c(c1)OCO2)OCc1ccccc1,i,i,i,i,i,i,i,i,i,i,i
CC(NC(=O)CSC(=S)N1CCCC1)c1ccc(S(N)(=O)=O)cc1 (configuration not stated),i,i,i,i,i,i,i,i,i,i,i
NS(=O)(=O)c1ccc(-c2ccc(/C=C3\C(=O)Nc4cc(Cl)ccc43)o2)cc1,x,i,i,i,i,i,i,i,x,x,x
O=C(NN1C(=O)c2ccccc2C1=O)C1CCCCC1,i,i,i,i,i,i,i,i,i,i,i
COc1cccc(/C(C#N)=C/c2c(-c3ccc(Cl)cc3)nc3c(C)cccn23)c1,i,i,i,i,i,i,i,i,i,i,i

# Going on with the list:
SMILES,MrgX1 antagonist,TRPC6 activator,TMEM16A act,TRPC4 PAM,TRPC4 agonist,TRPC4 inh,TRPC6 inh,RGS4 block,ANO1 block,MrgX1 allo act,MrgX1 ag
Cc1ccc(C(=O)N/C(=C\c2ccco2)C(=O)NCCN2CCOCC2)cc1,i,i,i,i,i,i,i,i,i,i,i
COc1ccc(S(=O)(=O)N2CCN(CC(O)COc3ccc(CC#N)cc3)CC2)cc1OC (configuration not stated),i,i,i,i,i,i,i,i,i,i,i
COc1ccc2c(c1)c(=O)cc(C)n2CC(=O)NCc1ccco1,i,i,i,i,i,i,i,i,i,i,i
Nc1cc(N)nc(SCC(=O)N2CCc3ccccc32)n1,i,i,i,i,i,i,i,i,i,i,i
CCn1c(=S)[nH]c2sc3c(c2c1=O)CCCCC3,i,i,i,i,i,i,i,i,i,i,i
COC(=O)c1ccc2c(=O)n(CCN3CCOCC3)c(SCC(=O)Nc3ccc(OC)cc3OC)nc2c1,i,i,i,i,i,i,i,i,i,i,i
O=C(Cn1nc(Cc2cccnc2)c2ccccc2c1=O)NCC1COc2ccccc2O1 (configuration not stated),i,i,i,i,i,i,i,i,i,i,i
Cc1ccc(/C=C(\C#N)C(=O)Nc2c(C)cccc2C)s1,i,i,i,i,i,i,i,i,i,i,i
CCc1[nH]nc2c1C1(C(=O)N(Cc3ccccc3)c3ccccc31)C(C#N)=C(N)O2 (configuration not stated),i,i,i,i,i,i,i,i,i,i,i
COc1ccc(/C=N/NC(=S)Nc2ccccc2)cc1COc1ccc(F)cc1F,i,i,i,i,i,i,i,i,i,i,i
Cc1[nH]n(-c2ccccc2)c(=O)c1-c1cccc(Cl)c1,i,i,i,i,i,i,i,i,i,i,i
COCCNC(=O)c1ccccc1NC(=O)CSc1ccc(C)cc1,i,i,i,i,i,i,i,i,i,i,i
O=C(c1cccc([N+](=O)[O-])c1)N(c1ccccn1)c1ccccn1,i,i,i,i,i,i,i,i,i,i,i
c1ccn(-c2ccc(-c3ccn[nH]3)cc2)c1,i,i,i,i,i,i,i,i,i,i,i
C=C(C)c1cccc(C(C)(C)NC(=O)Nc2ccccc2OCC)c1,i,i,i,i,i,i,i,i,i,i,i
C=CCNc1nnc(C)c2ccccc12,i,i,i,i,i,i,i,i,i,i,i
CCOC(=O)CSc1nnc(CNC(=O)c2ccc(OC)cc2)n1C1CCCCC1,i,i,i,i,i,i,i,i,i,i,i
CCCn1nnc(NC(=O)c2ccc([N+](=O)[O-])cc2Cl)n1,i,i,i,i,i,i,i,i,i,i,i
Cc1occc1-c1nnc(SCC(N)=O)o1,i,i,i,i,i,i,i,i,i,i,i
O=C(CCC(=O)Nc1cc(C(F)(F)F)ccc1Cl)N/N=C\c1cc([N+](=O)[O-])ccc1O,i,i,x,i,i,i,i,i,i,i,i
CC(=O)Nc1ccc(S(=O)(=O)NC(C)C(=O)OCC(=O)NC2CCCC2)cc1 (configuration not stated),i,i,i,i,i,i,i,i,i,i,i
CCN(C(=O)COC(=O)c1ccc(S(=O)(=O)N2CCCc3ccccc32)cc1)C1CCS(=O)(=O)C1 (configuration not stated),i,i,i,i,i,i,i,i,i,i,i
CCN(CCCCCN(C)C)Cc1cc2ccccc2o1,i,i,i,i,i,i,i,i,i,i,i
COc1ccc(NC(=S)N2CCN(S(=O)(=O)c3ccccc3)CC2)cc1,i,i,i,i,i,i,i,i,i,i,i
COc1ccccc1Nc1nc2ccc(C)cc2cc1C#N,i,i,i,i,i,i,i,i,i,i,i

# Profiles as entered above. Order of screens: MrgX1 antagonist	TRPC6 activator	TMEM16A act	TRPC4 PAM	TRPC4 agonist	TRPC4 inh	TRPC6 inh	RGS4 block	ANO1 block	MrgX1 allo act	MrgX1 ag
# Entry for COc1ccc(S(=O)(=O)N2CCN(CC(O)COc3ccc(CC#N)cc3)CC2)cc1OC (configuration not stated) = i	i	i	i	i	i	i	i	i	i	i
# Entry for C=CCSc1nnc(NC(=O)CSc2nc3ccccc3[nH]2)s1 = i	i	i	i	i	i	i	i	i	i	i
# Entry for COc1ccccc1Nc1nc2ccc(C)cc2cc1C#N = i	i	i	i	i	i	i	i	i	i	i

# (listing goes on)
SMILES,MrgX1 antagonist,TRPC6 activator,TMEM16A act,TRPC4 PAM,TRPC4 agonist,TRPC4 inh,TRPC6 inh,RGS4 block,ANO1 block,MrgX1 allo act,MrgX1 ag
CN(C)c1ccc(C=Nc2cnn(C)c2C(N)=O)cc1,i,i,i,i,i,i,i,i,i,i,i
CCc1ccc(OCC(=O)Oc2ccc([N+](=O)[O-])cc2)cc1,i,i,i,i,i,i,i,i,i,i,i
CSC1=NC(C(Cl)(Cl)Cl)N=C(c2ccccc2)N1 (configuration not stated),i,i,i,i,i,i,i,i,i,i,i
O=C(COC(=O)C1CCC(=O)N1)Nc1ccc(Br)cc1 (configuration not stated),i,i,i,i,i,i,i,i,i,i,i
c1ccc(CCN2CCN=C2Nc2ccccc2)cc1,i,i,i,i,i,i,i,i,i,i,i
CCOC(=O)N1CCC(Nc2c(Nc3cccc(CC)c3)c(=O)c2=O)CC1,i,i,i,i,i,i,i,i,i,i,i
CCc1c(C)nc2cc(-c3cc(OC)cc(OC)c3)nn2c1N1CCN(CCN2CCOCC2)CC1,i,i,i,i,i,i,i,i,i,i,i
CC(=O)c1cccc(NC(=O)CCS(=O)(=O)c2cc3c(cc2C)NC(=O)CO3)c1,i,i,i,i,i,i,i,i,i,i,i
CN1CCN(C(=S)Nc2ccc(Cl)cc2)CC1,i,i,i,i,i,i,i,i,i,i,i
CS(=O)(=O)c1ccc(-c2csc(-c3cccnc3)n2)cc1,i,i,i,i,i,i,i,i,i,i,i
CCN1CCN(C(C(=O)NC2CCCC2)c2ccc(Cl)cc2)CC1 (configuration not stated),i,i,i,i,i,i,i,i,i,i,i
C=CCNC(=O)C1CC(=O)N(c2ccc(OCc3ccc(F)cc3)cc2)C1 (configuration not stated),i,i,i,i,i,i,i,i,i,i,i
CCc1cc(=O)oc2c(CN3CCN(C)CC3)c(O)c(Cl)cc12,i,i,i,i,i,i,i,i,i,i,i
CCCCn1c(N)c(N(Cc2ccccc2OC)C(=O)COc2ccc(C)cc2)c(=O)[nH]c1=O,i,i,i,i,i,i,i,i,i,i,i
CCC(CC)C(=O)c1c[nH]c(C(=O)NCc2ccncc2)c1,i,i,i,i,i,i,i,i,i,i,i
Cc1ccc(S(=O)(=O)N2CC(O)C[C@H]2C(=O)OCC(=O)c2ccccc2)cc1 (some centres not stated),i,i,i,i,i,i,i,i,i,i,i

# Hits appear at their usual frequency, and some 5.8% of all compounds hit somewhere here.
